AID inhibitor – Primary qHTS assay for inhibitors of Activation Induced Cytidine Deaminase (AID): AID signal | Single-stranded DNA cytosine deaminase (Homo sapiens), Q9GZX7 | AID deamination FRET fluorescence, UDG-coupled, 4 h | Potency, µM (doses to about 115 µM), without a hit: at the top dose activity change, negative = inhibition, actives largely listed as inhibitors | 91,000 compounds, 0.32% hits | AID 1347428, 2020; note: nearly all actives have a fitted effect of over 25% in size
Target sequence (Q9GZX7 whole entry, looked up): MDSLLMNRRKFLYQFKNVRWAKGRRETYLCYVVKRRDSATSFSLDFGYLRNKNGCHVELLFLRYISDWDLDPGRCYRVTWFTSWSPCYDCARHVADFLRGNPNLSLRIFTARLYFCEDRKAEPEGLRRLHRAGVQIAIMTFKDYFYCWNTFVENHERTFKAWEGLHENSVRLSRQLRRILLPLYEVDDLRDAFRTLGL
UDG counter – Primary qHTS assay for inhibitors of Activation Induced Cytidine Deaminase (AID): UDG Counterscreen signal | FRET deamination/UDG coupled assay, UDG read, 4 h | 91,000 compounds, 0.14% hits | Uracil-DNA glycosylase | AID 1347430, 2020 | Potency, µM (highest dose often 115 µM), for the others: at the highest dose activity change, negative = inhibition, most hits filed as inhibitors; note: nearly all actives have a fitted effect of over 65% in size
* = called active by the depositor; ? = inconclusive; [ ] = remark or other dose. Calls come from the whole dose curve; as a rule, active = well fitted curve in the direction sought with a large enough effect; inconclusive = small, poorly fitted or top-dose-only effect, or another doubt; inactive = no such curve, though single readings can be large; an effect the other way counts as inactive or inconclusive. % is set by controls: 0 for no effect and ±100 for the full control effect; potency is the fitted concentration of half-maximal effect. A portion of the library. The share of hits here may be higher or lower than overall.

structure	AID inhibitor	UDG counter
Cc1cc(Cl)ccc1NS(=O)(=O)c1c(C)cc(N2C(=O)CCS2(=O)=O)cc1C	-1%	6%
CCOc1cc(/C=C2\NC(=O)NC2=O)c(Br)cc1OC	-5%	1%
Cc1ccn2c(Nc3ccc4c(c3)OCO4)c(-c3ccco3)nc2c1	23%	11%
O=Cc1cccn1-c1cccc(F)c1	13%	-2%
O=C(Nc1ccc(C(O)(C(F)(F)F)C(F)(F)F)cc1)c1ccc(Cl)cc1	-3%	-2%
COc1ccc(CN(Cc2ccco2)c2cnc(S(C)(=O)=O)nc2C(=O)Nc2ccc(C)c(Cl)c2)cc1	?	-23%
CCC(=O)Nc1cccc(OCc2cc(=O)n3cc(C)ccc3n2)c1	24%	-1%
CC(C)NC(=O)c1cc(F)c(F)cc1Cl	-6%	3%
O=c1c2c(-c3ccc(Br)cc3)csc2ncn1-c1ccccc1	-7%	5%
O=C(Nc1ccc(Cl)c(-c2nc3ccccc3o2)c1)c1cccc2c(Cl)cccc12	2%	-5%
O=C(N/N=C/C1CC=CCC1)C1CCCCC1 (configuration not stated)	1%	-3%
O=C(NCc1ccccc1)C(=O)NCC(c1cccs1)S(=O)(=O)c1ccccc1 (configuration not stated)	3%	5%
CC(C)(C)c1cc(C(=O)O)c(O)c(C(C)(C)C)c1	-22%	5%
COc1ccc(NC(C)=O)cc1NC(=O)C1(c2cccs2)CCOCC1	54%[activator]	-7%
COc1ccc(S(=O)(=O)N2CCn3cccc3C2c2ccc(C)cc2)cc1C (configuration not stated)	-18%	79µM*
COc1ccc(NC(=O)C(C)SCCO)cc1 (configuration not stated)	-1%	-3%
COc1ccc(CCNC(=O)CCc2c(C)nc3cc(-c4ccc(Cl)cc4)nn3c2C)c(OC)c1	-1%	-3%
NC(=O)C(c1ccccc1)c1ccccc1	-7%	2%
Cc1ccccc1CNC(=O)CCSCc1cnn(-c2ccccc2)c1-n1cccc1	?	-5%[57.5 µM]
Cc1ccc(CNCc2ccc(-c3ccc(F)c(Cl)c3)o2)cc1	-5%	-10%
Cc1ccc(NC(=S)NCC(C)N2CCCCC2C)cc1Cl (configuration not stated)	-9%	-8%
CCc1ccc(C(=O)CSc2nc3ccccc3c(=O)n2CCCN2CCOCC2)cc1	-20%	-8%
Cc1nn(Cc2ccc(Cl)cc2)c(C)c1NC(=O)COCc1cc(-c2ccco2)on1	-1%	-12%
CCCCc1ccc(NC(=O)c2nn(CC)c(=O)c3ccccc23)cc1	-5%	-3%
CCSc1nc(N(CCO)CCO)c2sc3c(c2n1)COC(C)(C)C3	-5%	-5%
CNC(=O)NC1=C(C#N)C(C)(C)Cc2ccccc21	-4%	1%
CCCCN(CC)CCNC(=O)Cn1cnc2sc(C)c(S(=O)(=O)N3CCN(c4ccccc4OC)CC3)c2c1=O	-6%	-2%
O=C(Nc1nnc(C2CC2)s1)C1CC(c2ccccc2)=NO1 (configuration not stated)	2%	6%
CCn1ccc2c(OCC(=O)Nc3ccc(OC)cc3OC)cccc2c1=O	20%	0%
Brc1ccc2noc(-c3ccccc3)c2c1	-1%	1%
Cc1nc(C)c(C(=O)C2=C(O)C(=O)N(CCN3CCOCC3)C2c2ccc(C(C)C)cc2)s1 (configuration not stated)	-3%	7%
COc1ccc(NC(=O)CN2CCc3cc(OC)c(OC)cc3C2c2ccccc2)cc1 (configuration not stated)	-11%	-12%
Cc1ccc2oc(=O)c3cc(C(=O)N4CCN(c5ccccc5F)CC4)sc3c2c1	15%	2%
COc1ccc(C(=O)Nc2ccc3c(c2)CCCN3C(=O)c2cccs2)c(OC)c1	-13%	-7%
CCOc1ccc2nc(NC(=O)CS(=O)(=O)c3ccc(Cl)cc3)sc2c1	-16%	3%
COc1ccccc1CN(C)Cc1ccccc1C	-5%	-3%
Cc1c(-c2ccccc2)c(=O)oc2ccc(Br)cc12	?	-6%
CCCC(=O)N(C)CCc1ccccc1	0%	-2%
Cc1cccc(CCNC(=O)C2CCCN(S(=O)(=O)c3ccc4c(c3)oc(=O)n4C)C2)c1 (configuration not stated)	0%	-7%
Cc1ccc(Sc2ccc(NC(=O)CCC3CCCCC3)cc2)cc1C	-6%	-4%
O=C(CN1C(=O)C2CCCCN2c2ccc(C(=O)N3CCCC3)cc21)NCc1ccccc1 (configuration not stated)	8%	1%
COc1ccccc1C1=NS(=O)(=O)N(C)C(C(=O)Nc2ccn(Cc3ccc(C)cc3)n2)=C1	4%	3%
O=C(OCc1ccc(Cl)cc1Cl)c1c(F)cccc1F	-2%	-1%
CCCn1c2ccccc2c2cnn(CC(=O)NCc3cc(OC)ccc3OC)c(=O)c21	1%	-17%[57.5 µM]
CCCCN(Cc1cc2cc(C)ccc2[nH]c1=O)S(=O)(=O)c1ccc(Cl)cc1	-3%	-4%
Cc1ccc(N(CC(=O)Nc2cccc(Cl)c2)S(=O)(=O)c2cccs2)cc1	1%	-8%
CCS(=O)(=O)c1ccc2oc(Nc3cccc(OC)c3)nc2c1	-5%	-3%
Cc1ccsc1-c1nc(-c2ccc3c(c2)OCCCO3)cs1	-13%	-6%
Cc1ccc(S(=O)(=O)N2CCN(C(=O)c3cc4c(s3)CCC4)CC2)cc1	?	-25%
Cc1ccc(Cl)cc1NC(=O)Nc1nnc(N2CCCC(C)C2)s1 (configuration not stated)	10%	-1%
O=C(Nc1cccc2cnccc12)c1cccc(S(=O)(=O)N2CCCCC2)c1	-1%	0%
CCN(c1ccccc1)S(=O)(=O)c1ccc(/C=C\c2onc(C)c2NC(=O)C2CC2)cc1	-16%	-5%
Fc1ccc(CSc2nnc(-c3cccnc3)o2)cc1Br	-9%	-3%
Cc1ccc(NC(=O)c2ccc3c(c2)CCC3)cc1C	-6%	-2%
O=C(COc1ccccc1F)Nc1nnc(SCc2cc(=O)c3ccccc3[nH]2)s1	-9%	-2%[57.5 µM]
CCC(Sc1nc2ncccc2o1)C(=O)Nc1cccc(C)c1 (configuration not stated)	-11%	-12%
O=C(Cn1c(=O)n(-c2ccc(Cl)cc2)c(=O)c2c3c(sc21)CCC3)c1ccccc1	21%	-14%[57.5 µM]
Cc1ccc(NC(=O)/C=C\C(=O)N(c2ccc(C(C)C)cc2)C(C(=O)NCc2ccco2)c2ccc(F)cc2)cc1 (configuration not stated)	-1%	-2%[57.5 µM]
COc1ccc(-c2noc(N3CCN(c4ccc(C)cc4)C(C)C3)n2)cc1OC (configuration not stated)	-21%[57.5 µM]	-9%[57.5 µM]
CC(NC(=O)CN1CCN(S(=O)(=O)c2ccc(C(C)(C)C)cc2)CC1)c1cccs1 (configuration not stated)	?	-11%

(continued)
structure	AID inhibitor	UDG counter
CN1CCN(CC(O)CN)CC1 (configuration not stated)	4%	16%
CCN(C(=O)C1CCCN(S(=O)(=O)c2c(C)noc2/C=C/N(C)C)C1)c1cccc(C)c1 (configuration not stated)	?	-18%
CNC(=O)NC(=O)C(C)OC(=O)c1ccc(COc2ccc3c(C)cc(=O)oc3c2)cc1 (configuration not stated)	-13%	-7%
CCOC(=O)c1ccc(N2CCN(c3cc(Cl)ccc3C)CC2)c(NC(=O)Nc2ccc(OCC)cc2)c1	0%	0%[57.5 µM]
COc1ccc(C)cc1NC(=O)c1cc(S(=O)(=O)NCCC2=CCCCC2)ccc1F	4%	10%
Cc1ccc2[nH]cc(C(C(=O)O)N3CCN(C(c4ccccc4)c4ccccc4)CC3)c2c1 (configuration not stated)	2%	1%
O=C(CSc1ccc(-c2cccs2)nn1)Nc1cccc(F)c1	6%	-5%
Cc1ccc(-n2nc(-c3cccc(C)c3)c(C)c2-c2cccc(C)c2)cc1	-8%	-7%
CN1C(=O)c2ccccc2N2C(=O)CCC12C(=O)Nc1ccccc1F (configuration not stated)	8%	7%
O=C(NCc1ccncc1)c1cc(-c2ccccn2)nc2ccccc12	2%	5%
CC(=O)c1ccccc1NC(=O)CSc1ncnc2ccccc12	-2%	-2%
O=C(O)CCSCc1c[nH]c2ccccc12	6%	-14%
Cc1ccc2oc(C(=O)Nc3ccc(S(=O)(=O)N4CCCCCC4)cc3)cc(=O)c2c1	9%[57.5 µM]	3%[57.5 µM]
CCCCN(CC)C(=O)C1CCCN(c2ncnc3c2nc2n3CCCCC2)C1 (configuration not stated)	15%[57.5 µM]	-2%[57.5 µM]
CCOc1ccc(-c2csc(/C(C#N)=C/c3ccc(Br)cc3)n2)cc1	17%	0%
CCc1ccc(NC(=O)CSc2ccnc(=O)[nH]2)cc1	16%	4%
Cc1nn(-c2ccc(C(=O)OCC(=O)NC(=O)NC3CCCCC3)cc2)c(C)c1Cl	-5%	-8%
Cn1c(=NC(=O)c2ccc3c(c2)OCCO3)sc2cc(S(C)(=O)=O)ccc21	5%	2%
O=C(COc1ccc(Cl)cc1Cl)NCCc1csc(-c2ccncc2)n1	-19%	?
Cc1c(NC(=O)c2cc(-c3ccccc3O)on2)c(=O)n(-c2ccccc2)n1C	18%	0%
COc1ccc(CNC(=O)C(=O)NCC(c2cccnc2)N2CCN(c3ccccc3)CC2)cc1 (configuration not stated)	7%	-5%
COc1cc(NC(=O)CCS(=O)(=O)c2nc(-c3ccc4c(c3)OCO4)cc(C(F)(F)F)n2)cc(OC)c1OC	14%	-6%
Cc1cccc(NC(=S)NNC(=O)c2ccccc2)c1	0%	-4%
COc1cc(OC)c(/C=C(/C#N)c2cccc(C(F)(F)F)c2)c(OC)c1	-19%	-13%
CCc1c(C)sc2c1CCN(C(=O)Nc1ccc(F)c(Cl)c1)C2c1ccc(F)cc1 (configuration not stated)	?	?
Cc1ccc(CNCc2c(C(=O)O)n(Cc3ccc(C)cc3)c3cc(C)ccc23)cc1	-28%	-8%
NC(N)=N/N=C1\CCCCC1c1nccc2ccccc12 (configuration not stated)	0%	1%
CCC(C)NC(=O)c1sc2nc(C)c(C(=O)Nc3ccc(C)cc3C)c(-c3ccc(Br)cc3)c2c1N (configuration not stated)	?	-19%
CONC(=O)COc1ccc(C(C)C)c(C)c1	2%	11%
CCC(=O)Nc1cccc(-c2nc3cc(Cl)cc(Cl)c3o2)c1	13%	5%
CCSc1ncc(Cl)c(C(=O)N(Cc2ccc(C(C)(C)C)cc2)C2CCS(=O)(=O)C2)n1 (configuration not stated)	?	-8%
Clc1cccc(-c2ccc(CNc3ncn[nH]3)o2)c1	-12%	-18%
COc1cccc(C(=O)N2CCC(c3nc4ccccc4s3)CC2)c1	-10%[57.5 µM]	-13%[57.5 µM]
COc1ccc(C)cc1NC(=O)c1nc2ccccc2nc1N1CCCCC1	-20%	-18%
Cc1ccc(C(NC(c2ccccc2)c2ccccc2)C(=O)O)cc1 (configuration not stated)	3%	4%
Cc1ccc2nc(C)c(C(=O)NC(C)c3ccccc3)cc2c1 (configuration not stated)	-13%	-12%
CCc1ccc(CSc2nc(-c3ccccc3F)nc3c2Cc2c(CO)cnc(C)c2O3)cc1	-13%	-2%
Cc1cccc(OCC(=O)N(Cc2sccc2C)C2CCS(=O)(=O)C2)c1 (configuration not stated)	6%	-5%
COc1cccc(CNCCSc2nnnn2C)c1OCc1ccccc1	-14%	-10%
C(#Cc1ccccc1)CNC12CC3CC(CC(C3)C1)C2	-14%	-8%

Ordered by number of heavy atoms (largest number first): some entries from above.
structure	AID inhibitor	UDG counter
CCC(C)NC(=O)c1sc2nc(C)c(C(=O)Nc3ccc(C)cc3C)c(-c3ccc(Br)cc3)c2c1N (configuration not stated)	?	-19%
CCc1ccc(CSc2nc(-c3ccccc3F)nc3c2Cc2c(CO)cnc(C)c2O3)cc1	-13%	-2%
Cc1ccc(CNCc2c(C(=O)O)n(Cc3ccc(C)cc3)c3cc(C)ccc23)cc1	-28%	-8%
CCc1c(C)sc2c1CCN(C(=O)Nc1ccc(F)c(Cl)c1)C2c1ccc(F)cc1 (configuration not stated)	?	?
COc1ccc(C)cc1NC(=O)c1nc2ccccc2nc1N1CCCCC1	-20%	-18%
COc1cccc(CNCCSc2nnnn2C)c1OCc1ccccc1	-14%	-10%
Cc1cccc(OCC(=O)N(Cc2sccc2C)C2CCS(=O)(=O)C2)c1 (configuration not stated)	6%	-5%
COc1cccc(C(=O)N2CCC(c3nc4ccccc4s3)CC2)c1	-10%[57.5 µM]	-13%[57.5 µM]
Cc1ccc2nc(C)c(C(=O)NC(C)c3ccccc3)cc2c1 (configuration not stated)	-13%	-12%
CCC(=O)Nc1cccc(-c2nc3cc(Cl)cc(Cl)c3o2)c1	13%	5%
NC(N)=N/N=C1\CCCCC1c1nccc2ccccc12 (configuration not stated)	0%	1%
Clc1cccc(-c2ccc(CNc3ncn[nH]3)o2)c1	-12%	-18%
CONC(=O)COc1ccc(C(C)C)c(C)c1	2%	11%

Assay outcomes deposited in PubChem by National Center for Advancing Translational Sciences (NCATS).
